F-actin modifier: modifiers of F-actin cytoskeleton organization, primary screen, imaging, HUVEC, phalloidin staining, high-content imaging; AID 836, 2007; 91,000 tested, 0.18% active; HUVEC TNFa F-actin phalloidin imaging; inhibition, % at 2 µM;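 active means inhibition above the batch mean plus 3 SD and confirmed as a hit by visual image inspection, cut at about 30% in these data, passing the limit was not always enough; inconclusive means above the inhibition threshold but rejected on visual inspection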; further: strong numbers were not always called active
HUVEC tox TNFa: cytotoxicity in TNFa-stimulated HUVEC, primary screen, cytotoxicity control for VCAM1 expression modulator project, imaging, Hoechst nuclei count; HUVEC TNFalpha-stimulated, Hoechst cell count; cell count reduction, % at 2 µM; 93,000 tested, 0.17% active;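 active means cell count reduction exceeding the screen mean by over 5 SD, scaled to untreated wells per plate, cut at about 78% in these data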;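 further: cells counted after 24 h of TNF alpha exposure following the 1 h pretreatment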
Plk1 PBD FP: Plk1 polo box domain binding inhibitors, primary screen, biochemical, fluorescence polarization; Plk1 PBD phosphopeptide binding; 97,000 tested, 0.13% active; AID 693, 2007; inhibition, %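 (tested at about 20 µM)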; in the data active means inhibition above about 34%, passing the limit was not always enough
sEH inhibitor: soluble epoxide hydrolase inhibitors, primary screen, biochemical, human sEH. AID 707, 2007. 91,000 tested, 0.34% active. recombinant human sEH enzymatic activity assay. Bifunctional epoxide hydrolase 2 (Homo sapiens), P34913. inhibition, % at 2 µM; in the data active means inhibition above about 80%; further: values of inactives mirror those of a sister screen read the other way; many of its hits are not listed in these tables
Target sequence (P34913 whole entry, looked up): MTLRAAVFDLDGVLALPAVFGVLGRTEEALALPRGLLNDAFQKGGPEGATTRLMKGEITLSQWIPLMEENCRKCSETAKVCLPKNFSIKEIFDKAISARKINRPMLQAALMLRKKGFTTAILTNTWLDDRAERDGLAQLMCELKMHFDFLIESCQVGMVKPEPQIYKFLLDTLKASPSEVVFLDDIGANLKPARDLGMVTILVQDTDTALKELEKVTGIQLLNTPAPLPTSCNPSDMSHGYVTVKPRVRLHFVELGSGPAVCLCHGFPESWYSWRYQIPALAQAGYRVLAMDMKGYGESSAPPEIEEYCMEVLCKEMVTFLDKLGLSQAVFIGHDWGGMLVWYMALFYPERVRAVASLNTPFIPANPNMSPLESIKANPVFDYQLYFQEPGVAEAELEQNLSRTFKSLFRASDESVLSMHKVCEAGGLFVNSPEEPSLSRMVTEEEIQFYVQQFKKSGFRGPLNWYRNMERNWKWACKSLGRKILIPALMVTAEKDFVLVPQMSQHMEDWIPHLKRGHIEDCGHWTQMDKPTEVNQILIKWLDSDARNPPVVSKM
VCAM1 TNFa inh: inhibitors of TNFa-induced VCAM1 expression, primary screen, imaging, HUVEC, TNFa stimulus, immunofluorescence. HUVEC TNFa-induced VCAM-1 immunofluorescence, high-content imaging. inhibition, % at 2 µM. 95,000 tested, 0.48% active;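 active means inhibition above the batch mean plus 3 SD, with images confirmed as a hit by eye, cut at about 37% in these data; inconclusive means inhibition above that limit but hit not confirmed in images; inactive means inhibition not above that limit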;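 further: 0% = TNF-stimulated DMSO wells and 100% = unstimulated control wells; not every result past the cut was called active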
IL1B cytotox: cytotoxicity in IL-1B stimulated HUVEC, primary screen, cytotoxicity control for IL-1B NFkB translocation project, imaging, Hoechst nuclear count, IL-1B stimulus; cell count reduction, % at 2 µM; HUVEC cell count loss; 94,000 tested, 0.41% active;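 active means cell count reduction more than 3 SD above the screen-wide mean, cut at about 70% in these data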;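 further: normalized per plate to untreated control cells as the no-loss baseline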
E coli WT exp: growth inhibitors of wild-type E. coli, primary screen, strain BW25113, expanded library, OD600; AID 710, 2007; 98,000 tested, 0.15% active; growth inhibition, % at 100 µM; OD600 absorbance;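 active means growth inhibition above about 50% at one test dose, limit read from the data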;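 further: growth measured after 20 h incubation at 37 °C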
PLK1 kinase inh: human PLK1 kinase inhibitors, primary screen, biochemical, TR-FRET. inhibition, % at 10 µM. 97,000 tested, 0.53% active. Serine/threonine-protein kinase PLK1 (Homo sapiens), P53350. recombinant PLK1 kinase, TR-FRET peptide phosphorylation;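 active means inhibition of 50% or more in the single-concentration screen; inactive means inhibition below 50%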;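 further: 0% = DMSO max control and 100% = H-89 dihydrochloride min control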
DAT uptake mod: changed hDAT dopamine uptake under cocaine IC80, either direction, primary screen, cocaine antagonist project, cell-based, LLC-PK1 hDAT, [14C]-dopamine uptake, MLSMR | 110,000 tested, 1.3% active | AID 449768, 2010 | LLC-PK1 hDAT cells, [14C]-dopamine uptake with cocaine IC80; actives deviate in either direction | B-score at 10 µM;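 active means Z score or B-score, a plate-position-corrected score, falls beyond the plate's 99.7% confidence bounds, in either direction; inactive means both scores lie inside the 99.7% bounds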;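 further: scored against the spread of the other compound wells on the same plate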
The depositor's hits bear a star; ? = inconclusive; / = no result given.

#	SMILES	F-actin modifier	HUVEC tox TNFa	Plk1 PBD FP	sEH inhibitor	VCAM1 TNFa inh	IL1B cytotox	E coli WT exp	PLK1 kinase inh	DAT uptake mod
1	CN(C)c1nc(N)nc(CSc2nnnn2-c2ccc(F)cc2)n1	/	-20	20	12	11	2	4	-18	-1.6
2	CCOc1ccc(-c2nc(N)nc(C)c2-c2ccc(OC)c(OC)c2)c(O)c1	/	-43	6	-4	-6	-102	-3	-2	0.51
3	CC1=CC(C)(C)N(S(=O)(=O)c2ccc(F)cc2)c2ccccc21	4	-1	9	17	-7	0	0	-1	-0.079
4	Clc1ccc(-c2ccc(-c3nn4c(-c5ccco5)nnc4s3)o2)cc1	3	-8	-2	9	-5	-4	/	-4	0.47
5	CCNC(=O)COC(=O)COc1ccc(Cl)cc1C	32	3	-2	-4	0	-31	-4	-12	0.14
6	CCn1c(SCC(=O)Nc2nnc(C)s2)nnc1-c1ccco1	-44	-8	-4	-10	-13	-42	-1	-4	0.34
7	O=C1CC(N2CCN(C/C=C/c3ccccc3)CC2)C(=O)N1CCc1ccccc1 (stereo unspecified)	-30	-12	19	1	-2	-74	5	-4	-0.73
8	CCCCN1C(=O)C2NN=C(C(=O)OC)C2C1=O (stereo unspecified)	3	4	-5	10	-6	-6	0	-5	-1.8
9	CCOc1ccccc1C(=O)NC1CC2CCCC(C1)N2Cc1ccccc1 (stereo unspecified)	12	/	4	4	-24	-9	/	-10	0.55
10	O=C(CCc1nc2ccccc2[nH]c1=O)OCC(=O)c1ccc(Cl)cc1	-14	-4	-17	13	10	-19	/	-7	0.46
11	CC(Sc1nnc(-c2ccc(C(C)(C)C)cc2)n1C)C(N)=O (stereo unspecified)	14	-40	2	-18	-3	2	5	-14	-0.52
12	N#Cc1c(-c2ccc3c(c2)OCO3)ccn2nc(-c3cccc(C(F)(F)F)c3)nc12	3	-10	16	-15	13	-14	-9	-19	-0.36
13	CCN1C(=O)CSC1=NC12CC3CC(CC(C3)C1)C2	-22	66	22	-4	96*	-7	5	-7	2
14	CCOc1ccc(-c2nc(C#N)c(NCC3CCCO3)o2)cc1 (stereo unspecified)	/	35	12	-2	-25	-14	2	-9	0.07
15	COc1ccc(-c2noc(C3CCCN(S(=O)(=O)c4ccc(C)c(Cl)c4)C3)n2)cc1OC (stereo unspecified)	40	-19	-20	16	-18	3	3	-3	0.12

Ordered by count of non-hydrogen atoms (rising): some entries from above.
#	SMILES	F-actin modifier	HUVEC tox TNFa	Plk1 PBD FP	sEH inhibitor	VCAM1 TNFa inh	IL1B cytotox	E coli WT exp	PLK1 kinase inh	DAT uptake mod
11	CC(Sc1nnc(-c2ccc(C(C)(C)C)cc2)n1C)C(N)=O (stereo unspecified)	14	-40	2	-18	-3	2	5	-14	-0.52
1	CN(C)c1nc(N)nc(CSc2nnnn2-c2ccc(F)cc2)n1	/	-20	20	12	11	2	4	-18	-1.6
2	CCOc1ccc(-c2nc(N)nc(C)c2-c2ccc(OC)c(OC)c2)c(O)c1	/	-43	6	-4	-6	-102	-3	-2	0.51

Fetched one by one from the list above:
#	SMILES	F-actin modifier	HUVEC tox TNFa	Plk1 PBD FP	sEH inhibitor	VCAM1 TNFa inh	IL1B cytotox	E coli WT exp	PLK1 kinase inh	DAT uptake mod
10	O=C(CCc1nc2ccccc2[nH]c1=O)OCC(=O)c1ccc(Cl)cc1	-14	-4	-17	13	10	-19	/	-7	0.46
5	CCNC(=O)COC(=O)COc1ccc(Cl)cc1C	32	3	-2	-4	0	-31	-4	-12	0.14
13	CCN1C(=O)CSC1=NC12CC3CC(CC(C3)C1)C2	-22	66	22	-4	96*	-7	5	-7	2

Entries of single compounds, looked up by structure:
`CCn1c(SCC(=O)Nc2nnc(C)s2)nnc1-c1ccco1` in the list: F-actin modifier = -44; HUVEC tox TNFa = -8; Plk1 PBD FP = -4; sEH inhibitor = -10; VCAM1 TNFa inh = -13; IL1B cytotox = -42; E coli WT exp = -1; PLK1 kinase inh = -4; DAT uptake mod = 0.34
`CCOc1ccc(-c2nc(C#N)c(NCC3CCCO3)o2)cc1` (stereo unspecified) in the list: F-actin modifier = /; HUVEC tox TNFa = 35; Plk1 PBD FP = 12; sEH inhibitor = -2; VCAM1 TNFa inh = -25; IL1B cytotox = -14; E coli WT exp = 2; PLK1 kinase inh = -9; DAT uptake mod = 0.07
`O=C(CCc1nc2ccccc2[nH]c1=O)OCC(=O)c1ccc(Cl)cc1` in the list: F-actin modifier = -14; HUVEC tox TNFa = -4; Plk1 PBD FP = -17; sEH inhibitor = 13; VCAM1 TNFa inh = 10; IL1B cytotox = -19; E coli WT exp = /; PLK1 kinase inh = -7; DAT uptake mod = 0.46

Additional entries:
#	SMILES	F-actin modifier	HUVEC tox TNFa	Plk1 PBD FP	sEH inhibitor	VCAM1 TNFa inh	IL1B cytotox	E coli WT exp	PLK1 kinase inh	DAT uptake mod
16	COCCNC(=O)CN1C(=O)CSc2cc(S(=O)(=O)N3CCCCCC3)ccc21	1	-7	-18	3	-14	19	/	-12	-0.098
17	Cc1cccc(-c2nnc(SCC#N)n2-c2ccccc2)c1	-7	-17	10	-10	-16	-24	6	-6	0.22
18	Nc1ccc(S(=O)(=O)N2CCCc3ccccc32)cc1	12	-26	-16	11	1	-28	7	3	2.3*
19	Cc1nn(Cc2ccccc2)c2sc(C(=O)N3CCN(Cc4ccc5c(c4)OCO5)CC3)cc12	-17	-10	13	3	9	4	-16	3	0.51
20	Cc1nc(-c2cccc(S(=O)(=O)N3CCCCCC3)c2)cs1	-5	7	-3	8	-3	-11	-5	-1	2.3
21	CC(C)(C)C1=C(C#N)C(c2ccc3c(c2)OCO3)C(C#N)=C(N)O1 (stereo unspecified)	-10	13	11	/	-2	8	6	0	-1.9
22	Cc1ccc(CS(=O)(=O)CCC(=O)NCCCOC(C)C)cc1	-7	0	0	1	30	3	-2	-11	-0.55
23	O=C(c1cc2ccccc2oc1=O)N(Cc1ccccc1)C1CCS(=O)(=O)C1 (stereo unspecified)	-15	1	7	-3	-4	3	2	-10	0.56
24	COc1ccccc1NC(=O)c1c(C)oc2c1CCCC2	4	/	-11	1	-18	-16	/	7	-0.95
25	COc1ccc(NC2=NCC(=O)N2c2ccccc2F)cc1	15	-14	6	-4	2	-17	-3	-11	0.77
26	COc1ccc(CN(C2CCCC2)S(=O)(=O)c2ccc(-n3cnnn3)cc2)cc1	-6	-3	-2	5	11	-3	-13	1	-0.075
27	COCCNC(=O)CS(=O)Cc1nc(-c2ccc(Cl)cc2)oc1C (stereo unspecified)	11	-50	-21	5	3	-3	1	-10	/
28	CN(C)/C=C(\C#N)C(=O)Nc1ccc(F)cc1	5	-4	-31	-11	5	0	6	-3	-2.2*
29	O=C1c2ccccc2C(Nc2ccc(S(=O)(=O)N3CCCCCC3)cc2)N1c1ccccn1 (stereo unspecified)	-10	-6	1	26	0	8	-4	-12	-2
30	CCOC(=O)c1sc(NC(=O)CSc2nccc(C)n2)c(C#N)c1C	1	-22	4	-3	0	-179	0	5	-0.59
31	Oc1oc(-c2ccco2)nc1C=Nc1ccccc1	10	-7	-12	8	4	26	-6	-12	0.37
32	Brc1cnc(N2CCOCC2)nc1N1CCCCC1	0	/	-22	1	7	-22	-1	-3	-0.14
33	COc1ccc(S(=O)(=O)N(CCc2ccccc2)CC(=O)O)cc1OC	-18	-27	-12	0	-2	22	4	-11	-0.74
34	CCCCc1ccc(-c2ccc(Br)cc2)nc1	3	-21	-22	-5	-13	9	/	-9	-0.54
35	O=C(Nc1cccc(Br)c1)c1cc2ccccc2o1	-9	3	4	/	-8	-3	4	3	-0.24
36	O=C(O)Cn1c(SC2CCCCC2)nc2ccccc21	-35	10	34	-5	12	-29	0	0	-0.95
37	CCCCn1c(C)cc(C)c(S(=O)(=O)c2ccccc2C)c1=O	19	-6	-9	-1	13	-7	6	-1	0.012
38	Nc1nc(C2CC2)c(Sc2sc(N)nc2C2CC2)s1	/	-28	28	-3	11	-8	22	-2	0.23
39	COc1ccc(N(CC(=O)NC2CCCC2)C(=O)Cn2nnc(-c3ccc(C)cc3)n2)cc1OC	24	-23	12	8	4	-10	-15	-3	0.25
40	CCOc1ccc(CCNC(=O)C2CCN(C(=O)N(C)C)CC2)cc1OCC	-9	2	-10	/	8	/	1	2	1
41	CCOC(=O)C1Cc2c([nH]c3ccccc23)C(C)N1 (stereo unspecified)	2	0	7	3	12	-3	2	-9	-0.4
42	CC(=O)c1ccc(Nc2nc(=O)c3cccnc3s2)cc1	0	-18	1	1	-8	-47	11	4	/
43	CN(CC(=O)NCc1ccncc1)S(=O)(=O)c1ccc(F)cc1	?	100*	-17	8	?	-34	3	-16	-0.43
44	Cc1nc2ccccc2c(=O)n1CC(=O)N1CCOCC1	-4	-5	6	-3	30	-5	-4	-10	1.1
45	Cc1cccc2cc3c(NC(=O)c4ccccn4)nn(C)c3nc12	19	-11	1	/	18	-2	-9	-5	0.25
46	O=c1c2ccccc2nc2ccc(NCc3ccco3)nn12	-6	0	-18	-19	-2	7	1	-10	0.16
47	Clc1cccc(-c2nnc(SC/C=C/c3ccccc3)n2Cc2ccco2)c1	-15	-4	-1	4	7	4	-25	-6	0.64
48	CC(C)c1c(O)nc(SCCC(=O)O)[nH]c1=O	-1	13	-2	4	5	10	4	-12	1
49	COc1ccc(-c2nc(N3CCCC3)[nH]c(=O)c2C#N)cc1	-9	-6	1	9	24	2	-5	-6	0.17
50	COC(=O)NCc1cccc(CNC(=O)OC)c1	29	11	21	14	13	-10	3	-5	-0.1
51	Cn1c(=O)c2c(nc(NCCNC(=O)c3ccco3)n2Cc2ccc(Cl)cc2Cl)n(C)c1=O	11	-32	-12	14	-20	-70	4	-10	-0.48
52	Cc1cc(C)n2ncc(C(=O)NCc3ccccc3)c2n1	10	-20	12	7	2	-34	-1	0	-0.74
53	CCOC(=O)c1sc2c(c1C)c(=O)c(C(=O)OCC)cn2CC	-44	-2	-6	8	13	-7	-2	0	1.5
54	CCC(Oc1ccc2c(c1)C(=O)CC(C)(C)O2)C(=O)NCCN1CCCCCC1 (stereo unspecified)	4	-14	4	11	-10	-9	-9	-4	/
55	CCCCN1C(=O)c2ccc(C(=O)Nc3cccnc3)cc2C1=O	0	14	-5	-4	16	-3	4	-4	0.29
56	CCc1ccccc1NC(=O)c1cccs1	/	-3	-21	1	15	4	8	-7	0.53
57	CCCCNCc1cc(Cl)c(OCCC)c(OCC)c1	17	-32	6	7	12	-10	12	5	0.22
58	Cc1ccc(-n2c(C)cc3c2CC(C)(C)CC3=O)cc1C	0	3	10	0	-11	13	-4	6	0.44
59	CCCC(=O)Nn1cnc2c(c1=O)C1(CCCCC1)Cc1ccccc1-2	2	1	2	99*	5	-9	4	-7	0.67
60	CCCCOc1ccc(NC(=O)CN2CCN(C(=O)OCC)CC2)cc1	-4	-11	-11	28	17	-16	2	-12	-0.21

Compounds as they come; any-hit rate near 3.4%.
